Shn3 inh set2: reduction of Shn3 3'UTR firefly luciferase signal, primary screen, Schnurri-3 inhibitor project, cell-based, Clone20 osteoblasts, set 2; Clone20 osteoblast Shn3 3'UTR firefly luciferase, 24 h; inhibition, % at 12.5 µM; 360,000 tested, 0.52% active; AID 588674, 2011;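 active = mean inhibition of at least 75% with every replicate also reaching 75%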;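 note: 0% = median of neutral control wells and 100% = pilot-screen positive control compound; some compounds past the cut are filed as inactive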
KKLEB tox: cytotoxicity in KKLEB CF airway cells, primary screen, cytotoxicity control for CF NF-kB inhibitor project, cell-based, uHTS, fluorescence assay plates. KKLEB CF airway cells viability, ATPlite luminescence, overnight; stronger effect = lower value; cells stimulated with P. aeruginosa culture filtrate. 360,000 tested, 0.36% active. activity change (cytotoxicity), % at 5 µM;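 active = corrected activity change at or below -50% at 5 µM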
EBV LMP1 NFkB: EBV LMP1-driven NF-kappaB luciferase reporter inhibitors, primary screen, cell-based, luminescence, single point. 350,000 tested, 0.69% active. LMP1-induced NF-kappaB luciferase reporter cells. inhibition, % at 12.5 µM; in the data active = inhibition above about 41%;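 note: 0% = neutral control wells and 100% = reference inhibitor control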
NR2E3 ag-1: NR2E3 agonists in two-hybrid cells, primary screen, cell-based, luminescence, CHO-S, Gal4-NCOR/VP16-NR2E3 | luciferase | AID 602229, 2012 | inhibition of corepressor binding, % at 3.98 µM | 360,000 tested, 0.35% active;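 active = inhibition above the mean of all tested compounds plus 3 SD, cut at about 70% in these data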;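 note: 0% = DMSO with NR2E3 transfected cells and 100% = cells lacking NR2E3 construct; higher means lower luciferase signal from less NR2E3 corepressor binding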
Target sequence (Q9Y5X4 whole entry, looked up, the tested form may be a part): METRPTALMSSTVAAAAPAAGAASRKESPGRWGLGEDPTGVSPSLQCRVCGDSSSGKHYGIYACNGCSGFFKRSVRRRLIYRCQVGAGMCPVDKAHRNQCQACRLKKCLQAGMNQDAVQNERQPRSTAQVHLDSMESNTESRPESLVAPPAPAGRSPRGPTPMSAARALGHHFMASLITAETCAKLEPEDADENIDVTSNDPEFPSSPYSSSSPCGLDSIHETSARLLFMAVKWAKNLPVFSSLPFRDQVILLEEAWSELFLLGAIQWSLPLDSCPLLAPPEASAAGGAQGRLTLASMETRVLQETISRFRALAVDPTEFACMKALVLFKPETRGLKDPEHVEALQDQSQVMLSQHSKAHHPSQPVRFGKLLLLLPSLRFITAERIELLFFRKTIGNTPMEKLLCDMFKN
CF NFkB block: inhibitors of PAF-induced NF-kB signaling, primary screen, cell-based, GFP fluorescence, uHTS; KKLEB NF-kB-GFP reporter, GFP fluorescence overnight; inhibition, % at 5 µM; 360,000 tested, 0.86% active;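 active = at least 50% inhibition at 5 µM, scaled per plate between neutral and stimulator controls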;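 note: PAF is a Pseudomonas aeruginosa culture filtrate used as stimulus; plate controls were PAF-stimulated DMSO wells for no effect and unstimulated DMSO wells for full effect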
HIF-2a inh: HIF-2a reporter inhibitors, primary screen, luminescence, 786-0 RCC cells; 786-0 RCC cells HIF-2a reporter, luciferase luminescence, overnight; inhibition, % at 18.8 µM; 360,000 tested, 0.72% active;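 active = inhibition of the luminescence signal of 40% or more relative to plate controls, in a single-dose primary screen at 18.75 µM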
TRPM1 prom inh: inhibitors of MITF-dependent TRPM1 promoter reporter, primary screen, cell-based, SK-MEL-5, single point, luciferase. inhibition, % at 12.5 µM. SK-MEL-5 TRPM1 promoter luciferase, 24 h. 330,000 tested, 0.83% active. AID 488899, 2010;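 active = mean inhibition across replicates of 60% or more, whatever share of single replicates reaches that level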; note: values of inactives mirror those of a sister screen read the other way
NR2E3 ag-2: inhibitors of NR2E3-RetCOR corepressor binding, primary screen, NR2E3 agonist project, biochemical, TR-FRET, GST-NR2E3, biotin-RetCOR; 1536-well; inhibition of corepressor binding, % at 4.78 µM; Photoreceptor-specific nuclear receptor (Homo sapiens), Q9Y5X4; 320,000 tested, 0.12% active; AID 2300, 2010;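 active = percent inhibition above the cutoff of mean plus 3 SD of all tested compounds, set per screening campaign, cut at about 20% in these data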;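 note: 0% = DMSO wells and 100% = biotin wells as full block of FRET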
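Format: 1536-well format; test system: GST-NR2E3 and biotin-RetCOR proteins; read-out basis: percent inhibition of TR-FRET ratio; timing: 5 h incubation at 4 °C; detection: time-resolved FRET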
TRAIL sens C8: viability loss with TRAIL in NB7+C8 cells, primary screen, TRAIL sensitizer project, cell-based, ATPlite luminescence | inhibition (viability loss, TRAIL sensitization), % at 10 µM | AID 624354, 2012 | 360,000 tested, 1% active;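 active = compounds causing at least 50% loss of cell viability in the single-dose screen, relative to plate controls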
Peg3 promoter: Peg3 promoter-driven luciferase inhibitors, primary screen, cell-based, HeLa, luciferase luminescence; HeLa PEG-Prom luciferase reporter, overnight; inhibition, % at 20 µM; 360,000 tested, 1.7% active; AID 588405, 2011;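 active = inhibition of at least 50% at 20 µM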
hiPSC survival: enhancers of single-cell hiPSC survival, primary screen, ATPlite luminescence; 360,000 tested, 0.044% active; survival enhancement, % at 20 µM; AID 602274, 2012; 100% = ROCK inhibitor wells, 0% = DMSO; in the data active = survival enhancement above about 18%;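 note: cells exposed to compounds for 16 hours before the ATP read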
An asterisk follows results filed as active; . = not tested or not shown. An excerpt; count on the stated rates, not on these rows.

SMILES	Shn3 inh set2	KKLEB tox	EBV LMP1 NFkB	NR2E3 ag-1	CF NFkB block	HIF-2a inh	TRPM1 prom inh	NR2E3 ag-2	TRAIL sens C8	Peg3 promoter	hiPSC survival
COc1cc(C(=O)Nc2ccc3c(c2)nc(C)n3C)cc(OC)c1OC	14	-14	-20	-12	-1	-54	16	0	45	-4	0.5
NS(=O)(=O)c1ccc(NC(=O)c2c(F)cccc2Cl)cc1	10	-6	-8	-6	-16	15	-9	-1	9	11	1.8
CCC1(CC)NC(=O)N(CC(=O)Nc2ccc(S(=O)(=O)N3CCOCC3)cc2)C1=O	0	7	-9	-23	-5	18	-7	-4	-4	0	-1.7
CCC(OC(=O)c1ccco1)C(=O)NC1CCCC1 (configuration not stated)	4	7	5	4	-28	-38	4	4	-3	-8	-0.4
CCN1CCN(c2nc(S(=O)(=O)c3ccc(C)cc3)c(Cl)s2)CC1	26	-2	-7	-3	15	-5	1	0	6	5	-0.7
CCOc1ncccc1C(=O)OCc1ccc(C(=O)OC)o1	8	13	0	-30	-7	12	-17	2	2	3	-1.1
CCCCn1c(-c2cccc3ccccc23)nc2cc3[nH]c(=O)c(C(C)C)nc3cc21	9	-11	2	-33	13	4	13	1	-13	18	-2.4
CC(C)CN(C(=O)c1ccc(C(F)(F)F)cc1)c1c(N)n(CC(C)C)c(=O)[nH]c1=O	-1	-1	0	-13	4	8	0	0	-9	18	0.0
CC(C)NC(=O)CC1C(=O)NCCN1CC(c1ccccc1)c1ccccc1 (configuration not stated)	-18	-2	-6	-15	28	15	1	-5	-5	7	2.0
CC(C)C(C)NC(=O)CN1C(=O)NC2(CCCc3ccccc32)C1=O (configuration not stated)	1	10	11	-10	-20	9	2	2	-6	19	2.2
CC1(C)CC(N2CCCC2)=CC(=[N+]2CCCC2)C1	64	10	6	-5	0	7	34	-2	30	9	-2.2
O=C(CCCN1C(=O)NC2(CCCC2)C1=O)Nc1cccc(S(=O)(=O)N2CCOCC2)c1	4	-31	-1	3	26	2	4	.	7	4	-0.5
CC(NCCCOc1cccc2ccccc12)c1ccccc1 (configuration not stated)	-29	-12	1	-11	29	14	10	0	20	94*	-0.6
Cc1ccc(-c2cc(-c3ccccc3)nc(N)c2C#N)o1	0	-21	9	-8	-29	-12	9	1	-10	-7	0.8
CC(C)(C)C1CCc2c(sc(NC(=O)C3CC=CCC3C(=O)O)c2C#N)C1 (configuration not stated)	-29	10	-5	23	24	-11	-11	1	-11	3	0.2
CCOC(=O)c1ccc(N/N=C/c2cc(Br)cc([N+](=O)[O-])c2O)cc1	-26	-28	9	-9	41	-6	-3	-4	8	-38	-0.8
Cc1cc2oc(=O)cc(CN(C)Cc3cccc(F)c3)c2cc1Cl	0	3	-24	-44	7	-68	-17	0	-1	-75	-0.1
CCC(C)N(C(=O)Cn1c(=O)cnc2ccccc21)C1CCS(=O)(=O)C1 (configuration not stated)	-8	-6	-14	-21	-25	1	3	-1	-5	5	-0.1
O=C(OCc1ccccc1)/C(=C/c1cccc([N+](=O)[O-])c1)NC(=O)c1ccco1	-14	11	.	8	-40	6	0	3	2	16	1.2
Cc1ccc(-c2nnn(CCC(=O)NC(C)(C)C)n2)cc1	-64	-11	-5	-28	1	-73	-29	3	6	-103	-2.2
Nn1c(SCC(=O)Nc2ccc(Oc3ccccc3)cc2)nnc1C1CC1	2	-14	-10	-40	-2	-59	-5	0	5	-18	0.2
N#CCn1c2ccccc2c2nc3ccccc3nc21	4	0	-2	1	-76	-112	-9	2	11	-87	0.1
NC(=O)c1cccc2c(=O)oc3ccccc3c12	-9	2	0	12	8	10	2	0	-13	12	1.4
Cc1ccc(Cn2c(C(C)Nc3nc(-c4ccc(F)cc4)cs3)nc3cc(C(=O)NCCCO)ccc32)cc1 (configuration not stated)	-19	-20	-22	-5	38	-1	6	-2	-2	21	-1.1
Cc1ccc(CNC(=O)Cn2ccc3ccccc3c2=O)o1	-13	4	-3	8	-6	12	0	-3	3	0	0.1
CC(CCn1cccn1)NC(=O)c1cc(COc2ccc(F)cc2F)on1 (configuration not stated)	15	-3	-3	-11	0	-8	-1	-2	-4	-1	-3.2
O=S(=O)(CCSc1ccc(C(F)(F)F)cn1)c1ccc(Cl)cc1	6	-15	-7	-24	-7	3	1	-1	26	12	-0.3
O=C(NC1CCCC1)C1CCCN(S(=O)(=O)c2ccc(-n3cnnn3)cc2)C1 (configuration not stated)	5	2	-8	-15	-4	14	11	-2	-6	13	-1.5
COc1cc(CNCCSc2nnnn2C)cc(Br)c1OCc1ccccc1	5	-4	-2	-20	3	-8	-6	-1	0	1	-0.6
O=C(O)c1ccc(/C=C2\SC(=S)N(NC(=O)c3ccc(Br)cc3)C2=O)cc1	-1	6	-5	-16	8	-7	3	6	-11	-9	0.2
O=S(=O)(Nc1ccc(Br)cn1)c1ccc(Cl)s1	-5	25	-2	-22	-16	4	-6	-1	-15	7	-0.2
CCOC(=O)C(C(C)=O)c1c(Br)c(O)c(O)c2c(C(=O)c3ccc(C)cc3)coc12 (configuration not stated)	65	-42	-6	26	38	36	49	1	21	6	-1.1
CCCc1cc(=O)[nH]c(Nc2ccc(O)cc2)n1	0	8	12	-34	10	-49	10	-1	17	-30	-0.2
O=C(O)CSc1nnc(COc2cccc3cccnc23)n1-c1ccc(Cl)cc1	0	-10	5	7	20	12	2	3	-5	-1	-1.6
CN(C)C(=O)c1c2c(nc3ccccc13)CCCC2	3	2	-2	-43	-4	19	-5	4	-12	5	-0.1
COc1ccccc1-n1c(SCC(=O)N2CCOCC2)nc(O)c(Cc2ccccc2)c1=O	-12	-2	-2	15	-13	19	7	1	3	7	-1.3
COc1cc(OC)cc(OC2(C)CCN(Cc3ccc(OC(C)C)cc3)C2)c1 (configuration not stated)	3	-12	.	-11	17	10	.	.	18	3	-1.5
COc1ccc(NC(=O)N(C)C[C@H]2Oc3c(NS(=O)(=O)c4cccs4)cccc3C(=O)N([C@H](C)CO)C[C@@H]2C)cc1	18	12	-3	-48	-1	10	-1	.	-12	-2	3.2
CCOc1cc(C(=O)OC(C(=O)NC(=O)NC)c2ccccc2)ccc1OCC(=O)N1CCOCC1 (configuration not stated)	-6	16	4	-11	-25	0	1	.	0	7	0.6
CCN1C(=O)N(c2cccc3ccccc23)C(C)=CC1(C)C	4	-6	14	9	-6	7	11	-3	-2	21	0.7

Nothing new here: an excerpt of the list.
SMILES	Shn3 inh set2	KKLEB tox	EBV LMP1 NFkB	NR2E3 ag-1	CF NFkB block	HIF-2a inh	TRPM1 prom inh	NR2E3 ag-2	TRAIL sens C8	Peg3 promoter	hiPSC survival
Nn1c(SCC(=O)Nc2ccc(Oc3ccccc3)cc2)nnc1C1CC1	2	-14	-10	-40	-2	-59	-5	0	5	-18	0.2
N#CCn1c2ccccc2c2nc3ccccc3nc21	4	0	-2	1	-76	-112	-9	2	11	-87	0.1

A different layout for some results above.
Fields – Shn3 inh set2, KKLEB tox, EBV LMP1 NFkB, NR2E3 ag-1, CF NFkB block, HIF-2a inh, TRPM1 prom inh, NR2E3 ag-2, TRAIL sens C8, Peg3 promoter, hiPSC survival
> NC(=O)c1cccc2c(=O)oc3ccccc3c12
  -9, 2, 0, 12, 8, 10, 2, 0, -13, 12, 1.4
> Cc1ccc(Cn2c(C(C)Nc3nc(-c4ccc(F)cc4)cs3)nc3cc(C(=O)NCCCO)ccc32)cc1 (configuration not stated)
  -19, -20, -22, -5, 38, -1, 6, -2, -2, 21, -1.1
> Cc1ccc(CNC(=O)Cn2ccc3ccccc3c2=O)o1
  -13, 4, -3, 8, -6, 12, 0, -3, 3, 0, 0.1
> CC(CCn1cccn1)NC(=O)c1cc(COc2ccc(F)cc2F)on1 (configuration not stated)
  15, -3, -3, -11, 0, -8, -1, -2, -4, -1, -3.2

The listing picks up, starting four compounds before the break.
SMILES	Shn3 inh set2	KKLEB tox	EBV LMP1 NFkB	NR2E3 ag-1	CF NFkB block	HIF-2a inh	TRPM1 prom inh	NR2E3 ag-2	TRAIL sens C8	Peg3 promoter	hiPSC survival
COc1cc(OC)cc(OC2(C)CCN(Cc3ccc(OC(C)C)cc3)C2)c1 (configuration not stated)	3	-12	.	-11	17	10	.	.	18	3	-1.5
COc1ccc(NC(=O)N(C)C[C@H]2Oc3c(NS(=O)(=O)c4cccs4)cccc3C(=O)N([C@H](C)CO)C[C@@H]2C)cc1	18	12	-3	-48	-1	10	-1	.	-12	-2	3.2
CCOc1cc(C(=O)OC(C(=O)NC(=O)NC)c2ccccc2)ccc1OCC(=O)N1CCOCC1 (configuration not stated)	-6	16	4	-11	-25	0	1	.	0	7	0.6
CCN1C(=O)N(c2cccc3ccccc23)C(C)=CC1(C)C	4	-6	14	9	-6	7	11	-3	-2	21	0.7
COc1ccc(-c2[nH]ncc2CN(Cc2nccn2C)C(C)C)c(F)c1	18	0	-7	-5	14	8	7	2	-1	4	-1.3
CC1(C)C(=O)Nc2ccccc2N1C(=O)COC(=O)c1cccs1	-19	-2	-10	-24	5	9	-5	.	-24	7	2.3
Nc1c([N+](=O)[O-])cc(-c2cnc[nH]2)cc1[N+](=O)[O-]	-7	-10	-5	-12	-22	5	19	15	-3	5	0.2
CC1(C(=O)NS(=O)(=O)Cc2cccc(Cl)c2)CCN1C(=O)Cc1ccc(Cl)cc1Cl (configuration not stated)	19	12	.	-5	-21	12	.	.	-1	-1	7.1
O=C(NCCCN1CCN(c2cccc(Cl)c2)CC1)C1CCC(=O)N1Cc1ccccc1Cl (configuration not stated)	18	-16	16	0	-8	14	-10	.	-2	2	4.8
COc1ccc(C(=O)NCc2nnc(SC)n2Cc2ccccc2)cc1	-23	3	3	11	7	-10	3	2	-6	11	1.1
COc1ccc(/C=C/C(=O)Nc2ccccc2)cc1S(=O)(=O)N1CCOCC1	-12	4	7	-21	-6	-43	-8	0	-1	-18	-0.3
N#CCSc1nnc(-c2ccc3c(c2)OCO3)o1	3	13	-10	-32	-4	-59	-16	-3	-3	-30	0.9
O=C(CN1CCN(S(=O)(=O)c2ccccc2)CC1)NCc1ccccc1	-23	2	-4	-21	0	0	4	-2	-6	-4	-0.2

Peg3 promoter: what is marked active above
structure	Shn3 inh set2	EBV LMP1 NFkB	NR2E3 ag-1	CF NFkB block	HIF-2a inh	TRPM1 prom inh	NR2E3 ag-2	Peg3 promoter
CC(NCCCOc1cccc2ccccc12)c1ccccc1 (configuration not stated)	-29	1	-11	29	14	10	0	94*
